From PubChem BioAssay
PG9 Ab binder = binders of HIV-1 gp120 antibody PG9, primary screen, biochemical, TR-FRET. HIV-1 gp120 / PG9 antibody interaction. TR-FRET gp120-PG9 antibody binding. inhibition, % at 6.7 µM. 0.43% of 360,000 active. AID 624416, 2012; in the data active = inhibition above about 8.5%
LEDGF integ inh = blockers of LEDGF/p75-dependent integrase strand transfer – biochemical, TR-FRET, high throughput, primary screen; AID 743269, 2014; 0.64% of 370,000 active; inhibition, % at 3.7 µM; HIV-1 integrase (with human LEDGF/p75); TR-FRET IN-LEDGF/p75 DNA integration, Eu/Cy5;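 active = inhibition above the screen-wide mean plus 3 SD, cut at about 13% in these data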;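 also: signal is the Cy5 over europium emission ratio at 671 and 618 nm; 0% = plate median of compound wells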
MBD2 inh = inhibitors of MBD2 binding to methylated DNA, primary screen, biochemical, TR-FRET, DNA-binding domain, human; MBD2 binding to methylated oligonucleotide; inhibition, % at 4.4 µM; 0.31% of 370,000 active; in the data active = inhibition above about 13%
Target sequence (Q9UBB5 whole entry, looked up, the tested form may be a part): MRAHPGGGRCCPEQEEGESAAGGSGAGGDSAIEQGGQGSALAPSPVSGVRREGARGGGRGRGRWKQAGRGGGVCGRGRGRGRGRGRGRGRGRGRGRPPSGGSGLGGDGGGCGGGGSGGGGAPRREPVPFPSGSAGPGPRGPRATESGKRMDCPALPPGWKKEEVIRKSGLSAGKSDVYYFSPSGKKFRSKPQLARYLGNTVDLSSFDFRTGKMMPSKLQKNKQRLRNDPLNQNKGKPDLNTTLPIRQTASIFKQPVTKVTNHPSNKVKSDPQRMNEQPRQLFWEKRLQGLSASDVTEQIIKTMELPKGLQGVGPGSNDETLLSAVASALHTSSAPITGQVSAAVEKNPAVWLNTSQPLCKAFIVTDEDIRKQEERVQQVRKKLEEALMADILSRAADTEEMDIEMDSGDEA
PRMT1 inh = PRMT1 methyltransferase inhibitors, primary screen, biochemical, fluorescence polarization; Protein arginine N-methyltransferase 1 (Homo sapiens), Q99873; recombinant PRMT1, activity-based probe fluorescence polarization; 1.3% of 370,000 active; inhibition, % at 2.79 µM;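 active = inhibition above about 21% made by adding two undisclosed values, limit read from the data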
Target sequence (Q99873 whole entry, looked up): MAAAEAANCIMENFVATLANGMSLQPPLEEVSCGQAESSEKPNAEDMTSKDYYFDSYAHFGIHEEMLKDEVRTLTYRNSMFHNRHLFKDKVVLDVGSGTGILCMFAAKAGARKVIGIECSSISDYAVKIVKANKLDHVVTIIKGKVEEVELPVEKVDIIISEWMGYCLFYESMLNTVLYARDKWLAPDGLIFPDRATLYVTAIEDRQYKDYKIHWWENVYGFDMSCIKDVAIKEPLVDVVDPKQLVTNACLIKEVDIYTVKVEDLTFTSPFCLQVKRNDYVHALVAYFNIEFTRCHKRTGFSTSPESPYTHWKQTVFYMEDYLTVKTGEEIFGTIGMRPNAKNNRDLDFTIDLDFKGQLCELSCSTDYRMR
ABHD4 inh = ABHD4 inhibitors, primary screen, biochemical, fluorescence polarization, mouse. (Lyso)-N-acylphosphatidylethanolamine lipase (Mus musculus), Q8VD66. purified mABHD4, FP-Rh probe fluorescence polarization. AID 720543, 2013. 0.54% of 370,000 active. inhibition, % at 8.92 µM;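 active = inhibition exceeding the mean over every tested compound plus 3 SD, cut at about 30% in these data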;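 also: 0% = plate median of compound wells and 100% = S159A mutant with DMSO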
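Test system: mABHD4 protein | Buffer or medium: HEPES pH 7.0 buffer, 150 mM NaCl, 0.01% Pluronic F-127 | Probe or stimulus: FP-Rh fluorescent activity-based probe, added after compound pre-incubation | Timing: Pre-incubation 45 min, probe exposure 60 min, at 25 °C | Technique: Fluorescence polarization, excitation 525 nm, emission 598 nm, BODIPY TMR filters | Repeats: Single well per compound (singlicate)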
TCR-CD3 inh = inhibitors of human TCR-CD3 interaction, primary screen, biochemical, fluorescence, TAMRA-labeled TCR probe | T-cell receptor (TCR) | inhibition, % at 9.4 µM | 0.37% of 360,000 active | AID 651800, 2012; in the data active = inhibition above about 19%;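 also: recombinant mutant TCR 2C K166C tagged with TAMRA read by polarization; 0% = receptor in buffer alone and 100% = receptor with positive control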
HTRA1 inh = HTRA1 serine protease inhibitors, primary screen, biochemical, fluorescence polarization, HTS; recombinant HTRA1, FP-rhodamine activity-based probe; inhibition, % at 5.96 µM; 0.5% of 340,000 active; AID 504803, 2011; in the data active = inhibition above about 36%;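 also: 0% = enzyme with DMSO and 100% = wells lacking enzyme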
rCAG binder = binders of r(CAG) RNA repeats, primary screen, biochemical, fluorescence. inhibition, % at 3 µM. r(CAG) RNA repeat, TO-PRO-1 dye displacement fluorescence. 1.3% of 370,000 active;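 active = inhibition above the plate cutoff, the mean of all test compounds on that plate plus 3 SD, cut at about 35% in these data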;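 also: 0% = DMSO alone and 100% = 100 µM mitoxantrone as full dye displacement; higher means more dye released from RNA so lower well fluorescence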
UHRF1 MBD2 ctr = UHRF1 methylated DNA binding inhibitors, primary screen, counter-screen for MBD2 inhibitor project, biochemical, TR-FRET, human UHRF1, single concentration. inhibition, % at 4.4 µM. 0.75% of 370,000 active. E3 ubiquitin-protein ligase UHRF1 (Homo sapiens), Q96T88. UHRF1 binding to methylated oligo; in the data active = inhibition above about 21%;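 also: UHRF1 SRA domain binding a hemimethylated CpG hairpin DNA probe; 0% = median of test compound wells and 100% = reference inhibitor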
Rev-erbA mod = modulators of Rev-erb alpha DNA binding, primary screen, biochemical, FITC-DNA, fluorescence polarization, uHTS | Nuclear receptor subfamily 1 group D member 1 (Homo sapiens), P20393 | Rev-erbα–FITC-DNA binding, 90 min | activity, % at 10 µM | 0.79% of 370,000 active;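 active = activity above about 14%, limit read from the data; passing the limit was not always enough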;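 also: 0% = DMSO wells with 35 nM protein and 100% = DMSO wells with 750 nM protein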
Active calls of the source: *; x = not tested or not shown. This is a subset; rates above refer to the full screens.

SMILES | PG9 Ab binder | LEDGF integ inh | MBD2 inh | PRMT1 inh | ABHD4 inh | TCR-CD3 inh | HTRA1 inh | rCAG binder | UHRF1 MBD2 ctr | Rev-erbA mod
CCOC(=O)c1ccc(NC(=O)CN2C(=O)NC3(CCC(C)CC3)C2=O)cc1 (stereo unspecified) | -0.7 | -1 | 2 | 1 | 0 | 3 | -4 | -6 | -2 | 1
O=C(CNC1C(=O)Nc2ccccc21)Sc1ccccc1 (stereo unspecified) | 0.8 | -1 | -1 | -5 | 0 | -1 | 0 | 5 | 0 | 4
NC(=O)c1ccc(-c2noc(-c3cccc(Cl)c3)n2)cc1 | -2.2 | -2 | -3 | -3 | -5 | 2 | -6 | 1 | 0 | 0
CC(C)(C)Nc1nc(SCC(=O)Nc2ccccc2)nc(N2CCOCC2)n1 | 0.6 | 7 | -2 | -1 | -14 | 2 | -25 | -3 | 1 | -2
COCCN1CC(C(=O)NCc2ccccc2-n2ccnc2C)CCC1=O (stereo unspecified) | 1.3 | -2 | 8 | 7 | -6 | -3 | 2 | -3 | 8 | 2
C[C@@H]1CN([C@@H](C)CO)C(=O)CCCn2cc(nn2)CO[C@H]1CN(C)C(=O)c1ccc(N2CCN(C)CC2)cc1 | 0.3 | -3 | -4 | -1 | 3 | -6 | x | -1 | 0 | -1
Cc1cccc(S(=O)(=O)N(C)C[C@H]2OCc3cn(nn3)CCCC(=O)N([C@@H](C)CO)C[C@@H]2C)c1 | 0.2 | -8 | -4 | -5 | 4 | 10 | 1 | 2 | -2 | -1
Cn1c(=S)n(CCC(=O)O)c2ccccc21 | 0.0 | 1 | -2 | 1 | 2 | 3 | 2 | -3 | -2 | 0
CCn1c(NCc2ccc3c(c2)OCO3)nc2ccccc21 | -3.4 | 0 | -4 | -3 | -3 | -9 | 6 | 3 | 2 | -4
CCc1nc2ccc(C(=O)N3CCN(C)CC3)cn2c1N(C)CCC(C)C | -1.5 | 0 | 8 | 0 | 3 | -3 | x | -4 | 1 | -2
CC1CC1c1ccc(/C=C(\C#N)C(=O)Nc2ccccc2Cl)o1 (stereo unspecified) | -1.0 | 0 | -4 | -2 | -8 | 4 | -31 | 6 | 0 | 4
COC(=O)[C@H](Cc1ccccc1)NC(=O)NCc1ccc(C)cc1 | 0.1 | -4 | -4 | 4 | 0 | -1 | x | -18 | 1 | 4
O=C(NNC(=S)NC(=O)c1cccnc1)c1ccccc1 | -0.6 | -3 | 4 | 5 | 14 | 15 | 7 | 1 | 1 | 2
CCOc1ccc(CNc2ccc(N3CCN(Cc4ccccc4)CC3)cc2)cc1 | -1.9 | 4 | -4 | -1 | 14 | 3 | 24 | -6 | -3 | 7
CCN(CC)S(=O)(=O)c1ccc(Cl)c(C(=O)NC2CCCC2)c1 | -0.8 | 2 | -2 | -3 | -2 | 1 | 0 | -2 | 2 | -1
Cc1cccc(CCNC(=O)c2cc(S(=O)(=O)N3CCOCC3)cn2C)c1 | -1.1 | 1 | -2 | -5 | -9 | 0 | 0 | 5 | -2 | 3
COC(=O)c1ccc(OC(=O)CN2C(=O)c3ccccc3C2=O)cc1 | -1.4 | 4 | 9 | 7 | -9 | -3 | 8 | -5 | 5 | -1
CCC(C)NC(=O)c1cc(-c2ccc(OC)cc2)on1 (stereo unspecified) | 2.9 | 1 | 5 | 1 | -8 | -4 | -2 | -4 | 2 | -7
CSCCC(NC(=O)OCc1ccccc1)NC(=O)OCc1ccccc1 | 1.5 | 1 | 4 | 3 | -2 | -2 | x | -1 | 1 | 7
CCN1CCN(C(=O)c2ccc3c(=O)n(Cc4ccccc4OC)c(=S)[nH]c3c2)CC1 | 0.0 | -3 | 3 | -1 | -13 | 8 | -1 | 1 | -1 | -2
CCC(=O)N1Cc2cc(C(=O)Nc3nccs3)nc(-c3cccc(-c4ccccc4OC)c3)c2[C@H]1CCO | -1.9 | 5 | -1 | -2 | -6 | 3 | x | 7 | 1 | -5
CCCCC(=O)Nc1cc2nn(-c3ccc(OC)cc3)nc2cc1C | -0.2 | 0 | -5 | 1 | -1 | 12 | 4 | -1 | 1 | 13
CSCC[C@H](N)C(=O)NCC1CCC(C(=O)Nc2ccc3c(c2)OCO3)CC1 (stereo partly specified) | -0.9 | 2 | 0 | 0 | 0 | 8 | -1 | -6 | 1 | -3
CCN(C(=O)COC(=O)CSc1ccc(C)cc1C)c1c(N)n(Cc2ccccc2)c(=O)[nH]c1=O | -0.9 | 2 | -3 | -2 | -6 | 0 | -1 | 2 | -1 | 3
Cc1ccc(S(=O)(=O)N2CCOCC2)cc1NC(=O)COc1ccc2c(C)cc(=O)oc2c1 | 0.7 | -3 | 2 | 3 | 3 | -1 | -4 | 2 | 1 | 2

(further entries)
SMILES | PG9 Ab binder | LEDGF integ inh | MBD2 inh | PRMT1 inh | ABHD4 inh | TCR-CD3 inh | HTRA1 inh | rCAG binder | UHRF1 MBD2 ctr | Rev-erbA mod
Fc1cccc(F)c1[B-](F)(F)F | -0.3 | -3 | 5 | 2 | 14 | -7 | 5 | 0 | 9 | -5
COC(=O)C1=C(N)Oc2cc(C)n(CC3CCCO3)c(=O)c2C1c1ccc(Cl)cc1 (stereo unspecified) | 1.0 | -1 | -1 | 0 | -3 | -1 | -7 | 0 | 0 | 7
CC(=O)Nc1ccccc1OCC(=O)NCCc1ccc(Cl)cc1Cl | -1.1 | -2 | -1 | -1 | 2 | 3 | -3 | 0 | 0 | -2
COCCCN1C(=O)C(=O)/C(=C(/O)c2ccc(OC(C)C)c(C)c2)C1c1ccncc1 (stereo unspecified) | 5.1 | -1 | 1 | 4 | 10 | -3 | 1 | 2 | -2 | -7
Cc1[nH]c2ccccc2c1/C=N/NC(=O)CCC(=O)NCc1ccccc1 | -2.3 | -2 | 1 | 2 | 7 | -1 | 6 | 3 | 0 | 8
Cc1cccc(C)c1NC(=O)C1(N2CCN(C(=O)c3ccco3)CC2)CCCCC1 | 0.6 | 2 | -6 | -3 | 8 | 4 | 3 | -1 | 0 | 7
O=C(Cn1cc(C(F)(F)F)cc(Cl)c1=O)NCCc1ccc(Cl)cc1Cl | -1.8 | -3 | 4 | 3 | -4 | -4 | 8 | -6 | 2 | 8
COc1cc(NC(=O)C2CCCCC2)c(OC)cc1NC(=O)c1ccco1 | -1.7 | 0 | 3 | -2 | -2 | 4 | 2 | -8 | -1 | -3
Cc1ccc(S(=O)(=O)N2CCN(c3nc(C(C)C)c4c(c3C#N)CC(C)(C)OC4)CC2)cc1 | -0.1 | 0 | 1 | 2 | 0 | 0 | 1 | -1 | 13 | 8
CC1CCN(Cc2nnnn2-c2cccc([N+](=O)[O-])c2)CC1 | 0.6 | -4 | 4 | 4 | -3 | -8 | 2 | 0 | 2 | -2
COc1ccc(C)cc1S(=O)(=O)N1c2ccccc2CC1C (stereo unspecified) | 0.4 | -2 | 4 | 2 | 13 | 0 | -1 | -5 | -1 | 2
CC1(C)Cc2noc(N)c2C(C)(C)N1OC(=O)c1ccccc1 | 2.1 | -5 | 5 | 0 | 1 | -3 | -2 | -8 | -1 | 3
O=C(CCC(=O)N1CCOc2ccccc21)NC1CCCCCC1 | 0.3 | -5 | 8 | -3 | -5 | 5 | -6 | -2 | -1 | 0
CCOC(=O)Cc1nc(N2CCN(CCN)CC2)c2c(C)c(C(=O)OCC)sc2n1 | x | 0 | -3 | -1 | 1 | x | x | 1 | 0 | 4
C[C@H]1[C@@H](NC(=O)C2CCC2)CC[C@@]23CCCN2C(=O)CCC[C@@H]13 | x | 10 | -4 | 1 | 2 | x | x | x | 1 | 6
CCC(=O)N1c2ccccc2C(N(C(C)=O)c2ccccc2)CC1C (stereo unspecified) | -0.6 | -3 | -2 | -1 | -5 | 3 | 0 | -5 | 1 | 0
CCCOc1ccc2ccccc2c1/C=C1\SC(=O)NC1=O | -2.0 | -2 | 1 | 1 | -18 | -1 | -36 | 53* | 1 | -6
CCc1ccc(NC(=O)NCC2CCN(Cc3cccc(Cl)c3)CC2)cc1 | -2.3 | 1 | -5 | -3 | 8 | -2 | -8 | -5 | 1 | 0
Cc1ccc2nc(-c3ccc(S(=O)(=O)N4CCCCC4)cc3)cn2c1 | 0.0 | -5 | -3 | -2 | 2 | -4 | -4 | -4 | 2 | 3
O=C(c1cc2ncccn2n1)N1CCc2c([nH]c3ccccc23)C1c1ccccc1F (stereo unspecified) | 0.3 | 0 | -2 | -2 | 0 | 5 | -22 | 0 | -1 | 2
CC1CCCC(C)N1C(=O)COC(=O)c1ccc(O)cc1 (stereo unspecified) | -1.5 | -1 | 2 | -2 | -1 | 6 | 7 | 0 | 0 | 0
COc1ccc2[nH]c(=O)c(CN(c3ccccc3)S(=O)(=O)c3ccccc3)cc2c1 | -2.2 | 2 | 1 | 1 | 6 | 2 | -5 | 2 | -1 | 20
c1ccc2oc(-c3csc(NCC4CCCO4)n3)cc2c1 (stereo unspecified) | -0.6 | -2 | 0 | 0 | 4 | 5 | -7 | 3 | 3 | -6
O=C(Nc1c2c(nn1-c1ccc([N+](=O)[O-])cc1)CS(=O)(=O)C2)c1cccs1 | -3.7 | -2 | -4 | 2 | 6 | 0 | -5 | 11 | -1 | -6
COc1ccc(CCNC(=O)C2CC2)cc1 | 0.2 | -5 | 3 | 3 | 6 | 0 | 0 | 0 | -1 | 6

A few values from the results shown.
In Rev-erbA mod, Cc1cccc(C)c1NC(=O)C1(N2CCN(C(=O)c3ccco3)CC2)CCCCC1 reads 7
In Rev-erbA mod, COC(=O)C1=C(N)Oc2cc(C)n(CC3CCCO3)c(=O)c2C1c1ccc(Cl)cc1 (stereo unspecified) reads 7

Going on with the list.
SMILES | PG9 Ab binder | LEDGF integ inh | MBD2 inh | PRMT1 inh | ABHD4 inh | TCR-CD3 inh | HTRA1 inh | rCAG binder | UHRF1 MBD2 ctr | Rev-erbA mod
O=C(NCCc1ccccc1)c1ccco1 | -1.1 | -2 | -1 | -2 | 5 | -4 | 2 | -1 | -2 | -2
OCCCNc1ncnc2[nH]ncc12 | 1.3 | -1 | 1 | -3 | 1 | -3 | -5 | 1 | -1 | -3
O=C(/C=C/c1cccc(F)c1)OCC(=O)N1CCc2ccccc21 | 2.4 | -1 | -3 | 5 | -11 | 0 | 0 | 4 | -1 | -5
CCCCn1c(N)c(N(CCC(C)C)C(=O)C(C)N2C(=O)c3ccccc3C2=O)c(=O)[nH]c1=O (stereo unspecified) | -2.2 | -1 | -3 | 1 | 1 | 10 | -9 | 2 | 0 | 4
CCc1cc(-c2n[nH]c(C)c2-c2nc3ccccc3n2C)c(O)c(CN2CCN(C)CC2)c1O | -1.8 | -3 | 3 | 1 | 6 | 9 | -4 | -4 | 1 | 7
COc1ccc(/C=C(/NC(=O)c2ccccc2Cl)C(=O)NCCCC(=O)O)cc1 | -3.0 | 0 | -3 | -1 | -2 | 7 | 6 | 2 | -2 | 5
